# GPR151 ag = activators of human GPR151, primary screen, cell-based, PathHunter beta-arrestin, luminescence | PathHunter beta-arrestin GPR151 cells | G-protein coupled receptor 151 (Homo sapiens), Q8TDV0 | 1% of 650,000 active | activation, % at 11.2 µM | AID 1508602, 2020; in the data active = activation above about 4.9%;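 note: 0% = median of compound wells and 100% = cells with positive control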
# Target sequence (Q8TDV0 whole entry, looked up): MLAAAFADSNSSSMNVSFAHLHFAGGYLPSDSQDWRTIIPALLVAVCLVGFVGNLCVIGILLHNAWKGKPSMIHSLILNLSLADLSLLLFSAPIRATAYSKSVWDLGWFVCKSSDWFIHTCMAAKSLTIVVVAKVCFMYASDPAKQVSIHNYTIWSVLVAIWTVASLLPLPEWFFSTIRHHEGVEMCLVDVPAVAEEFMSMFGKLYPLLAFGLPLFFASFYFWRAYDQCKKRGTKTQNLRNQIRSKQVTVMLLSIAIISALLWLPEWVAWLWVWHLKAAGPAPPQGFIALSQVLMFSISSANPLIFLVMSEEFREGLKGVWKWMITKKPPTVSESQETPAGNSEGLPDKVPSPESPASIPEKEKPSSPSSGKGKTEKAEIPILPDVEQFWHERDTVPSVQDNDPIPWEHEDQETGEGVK
# TEAD-YAP inh = TEAD-YAP interaction inhibition, primary screen, TEAD-YAP interaction inhibitor project, luminescence, HEK-TIYL cells; TEAD-Gal4/YAP UAS-luciferase luminescence; inhibition, % at 9.12 µM; 1.4% of 640,000 active; AID 1259422, 2018; in the data active = inhibition above about 32%;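 note: 0% = median of test compound wells and 100% = reference inhibitor wells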
# MITF primary = MITF inhibitors, primary screen, biochemical, AlphaScreen, human | Microphthalmia-associated transcription factor (Homo sapiens), O75030 | AlphaScreen MITF homodimerization, bead proximity signal | inhibition, % at 2.6 µM | 0.91% of 650,000 active; in the data active = inhibition above about 50%;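 note: 0% = vehicle wells with protein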
# Target sequence (O75030 whole entry, looked up): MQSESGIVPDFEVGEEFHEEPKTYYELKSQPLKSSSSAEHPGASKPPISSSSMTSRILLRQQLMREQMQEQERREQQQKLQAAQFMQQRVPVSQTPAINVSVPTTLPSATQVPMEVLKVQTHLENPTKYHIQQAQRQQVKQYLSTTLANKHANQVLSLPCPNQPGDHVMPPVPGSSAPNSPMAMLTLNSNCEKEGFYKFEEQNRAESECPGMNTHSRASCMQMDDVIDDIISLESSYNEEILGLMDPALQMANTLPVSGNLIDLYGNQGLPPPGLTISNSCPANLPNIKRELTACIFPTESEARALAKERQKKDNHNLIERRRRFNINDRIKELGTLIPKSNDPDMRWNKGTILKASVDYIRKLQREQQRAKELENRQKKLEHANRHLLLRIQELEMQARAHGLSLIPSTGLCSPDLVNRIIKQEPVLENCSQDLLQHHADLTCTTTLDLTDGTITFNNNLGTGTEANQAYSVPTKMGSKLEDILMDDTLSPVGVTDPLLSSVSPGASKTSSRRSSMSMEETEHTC
# FBW7 act = FBW7 E3 ligase activators, primary screen, biochemical, AlphaScreen, human | F-box/WD repeat-containing protein 7 (Homo sapiens), Q969H0 | AlphaScreen FBW7–phospho-cyclin E peptide binding, activator screen | normalized activity (activation), % at 26.1 µM | 0.13% of 650,000 active; in the data active = normalized activity above about 1.9%;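 note: purified mutant Fbw7 with reduced substrate affinity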
# * marks the source's active call; other numbers are inactive results; / = no result given.
no.	molecule	GPR151 ag	TEAD-YAP inh
1	O=S(=O)(NCCOc1ccc(-c2ccccc2)nn1)c1ccc(F)cc1	0.8	5
2	COc1ccc(C2=NC(C(C)C)NC(c3cccc(OC)c3O)C2)cc1 (stereo not given)	-0.8	-72
3	COc1ccc(NC(=O)CCCS(=O)(=O)c2nc(-c3ccccc3OC)cc(C(F)(F)F)n2)c(OC)c1	1.9	-5
4	CC(C)CCN1CCc2nnc(C3CCCO3)n2CC1 (stereo not given)	-1.0	11
5	CCC(C)Sc1nc2ccccc2c(=O)[nH]1 (stereo not given)	0.3	2
6	O=C(CNC(=S)N(Cc1ccccc1F)C1CCCCC1)NCCC1=CCCCC1	-1.5	0
7	COC/C=C/C1=CC2=CC(=O)C(C)(OC(=O)c3cccs3)C(=O)C2=CO1 (stereo not given)	4.0	/
8	CN1CCCCC1C(=O)NCC1Cc2cc(-c3cnccn3)ccc2O1 (stereo not given)	2.0	6
9	O=C(NCc1ccccc1)c1ccc2nc3ccc(Cl)cc3c(=O)n2c1	-0.1	12
10	CCN(CC)S(=O)(=O)c1cccc(S(=O)(=O)N(CC)CC)c1	-0.6	10

no.	MITF primary	FBW7 act
1	5	-0.2
2	6	-0.2
3	-6	-0.1
4	7	0.0
5	-4	-0.1
6	-2	-0.1
7	15	0.0
8	1	0.0
9	3	-0.2
10	-8	0.1

# Next section:
no.	molecule	GPR151 ag	TEAD-YAP inh
11	CC1(Cc2ccc(Cl)s2)C(=O)Nc2ccccc21 (stereo not given)	0.5	13
12	CCC(C)NC(=O)c1cc2nc(-c3cccs3)cc(C(F)(F)F)n2n1 (stereo not given)	1.4	1
13	Cc1ccc(Cl)cc1N1C(=O)NC2CC1(C)Oc1ccc([N+](=O)[O-])cc12 (stereo not given)	-1.3	2
14	CCOC(=O)C1CCN(c2cc(Nc3ccc(OC)cc3)c3c4c(onc24)-c2ccccc2C3=O)CC1	-1.9	-2
15	O=S(=O)(NCC1CCCO1)c1ccc(Br)cc1 (stereo not given)	-1.2	1
16	NC(=O)COc1ccc(Br)cc1Cl	0.8	-19
17	CC(=O)Nc1cccc(NC(=O)/C=C/c2ccc3c(c2)OCO3)c1	-4.9	-34
18	O=C(CCNS(=O)(=O)c1ccc2[nH]c(=O)ccc2c1)NC1CCCCCC1	0.8	3
19	Cc1ccc(Nc2nc(-c3ccccc3Cl)nc3ccccc23)c(Br)c1	-0.2	15
20	O=C(NC(=S)N1CCOCC1)c1cccnc1	-0.1	1

no.	MITF primary	FBW7 act
11	-13	0.1
12	8	0.5
13	17	0.2
14	26	0.1
15	14	0.0
16	10	0.1
17	17	0.2
18	-2	0.0
19	11	0.9
20	11	0.1

# Later entries.
no.	molecule	GPR151 ag	TEAD-YAP inh
21	COc1ccccc1CN1C(=O)CN(C2CCCCCC2)C(=O)C1c1ccc(F)cc1 (stereo not given)	0.7	1
22	CC(NC(=O)Cn1nnnc1CN1CCCCCC1)c1cnn(-c2ccccc2)c1 (stereo not given)	0.1	20
23	CCc1ccccc1N(CC(=O)NC(C)(C)CC)C(=O)CCC(=O)Nc1nccs1	0.4	5
24	C=CCNC(=S)NNC(=O)c1ccncc1	2.7	5
25	C=CCn1c(N2CCC(C(=O)NCC3CCCN3CC)CC2)nc2ccccc21 (stereo not given)	-0.4	0
26	COc1ccc(C2(NC(=O)CCn3cnc4sc(C)c(C)c4c3=O)CCCCC2)cc1	4.9*	-6
27	CC1(C)OC2OC(C(=O)Nc3ccccc3I)C3OC(C)(C)OC3C2O1 (stereo not given)	-0.8	-16
28	CCOC(=O)c1ccccc1NC(=O)C(C)(C)C	-0.6	-1
29	CCOC(=O)c1sc2nc(SCc3cc(F)cc4c3OCOC4)n(Cc3ccc4c(c3)OCO4)c(=O)c2c1C	-1.6	-10
30	Cc1[nH]nc2c1C(c1ccc(-c3ccc(Br)cc3)o1)C(C#N)=C(N)O2 (stereo not given)	-0.7	-10

no.	MITF primary	FBW7 act
21	-9	-0.1
22	4	0.1
23	2	-0.2
24	8	-0.1
25	19	0.1
26	4	-0.2
27	-3	-0.2
28	1	-0.3
29	-13	0.0
30	11	-0.3

# Carrying on:
no.	molecule	GPR151 ag	TEAD-YAP inh
31	CCCCOc1ccc(CN(CC)CC)cc1Cl	-0.2	-17
32	Cc1ccc(C)c(CN[C@H]2C[C@H]3C(=O)N4CCC[C@@H]4C(=O)N3C2)c1	0.6	4
33	Cc1ccc2nc(NC(=O)Cc3cccc4ccccc34)sc2c1	-0.9	3
34	CCOC(=O)CSc1nc2ccsc2c(=O)n1CCCCCC(=O)NCc1ccc(C)cc1	-0.5	0
35	COc1cccc(-n2c(SCC(=O)NCc3cccs3)nnc2-c2ccccn2)c1	2.1	-1
36	COC(=O)c1ccc(Cn2c(-c3ccc(Cl)cc3)cccc2=O)cc1	-0.4	4
37	Cc1ccccc1NC(=O)/C(=C\c1ccc([N+](=O)[O-])cc1)NC(=O)c1ccccc1Br	1.6	-26
38	CC1COC(C)(CC(=O)NN2C(=O)c3ccccc3C2=O)O1 (stereo not given)	-0.1	9
39	COC(=O)c1cccc(NC(=O)CN2CCC(n3nnc4cc(F)ccc43)CC2)c1	0.2	0
40	CC(C)(C)C(=O)Nn1c(Cc2cccs2)nc2ccccc2c1=O	-0.1	-7

no.	MITF primary	FBW7 act
31	14	-0.1
32	18	0.2
33	-9	0.1
34	5	0.0
35	2	0.1
36	6	0.1
37	5	0.0
38	2	0.0
39	9	0.0
40	-5	0.0

# Part of the list above in order of SMILES length, highest first.
no.	molecule	GPR151 ag	TEAD-YAP inh
37	Cc1ccccc1NC(=O)/C(=C\c1ccc([N+](=O)[O-])cc1)NC(=O)c1ccccc1Br	1.6	-26
32	Cc1ccc(C)c(CN[C@H]2C[C@H]3C(=O)N4CCC[C@@H]4C(=O)N3C2)c1	0.6	4
33	Cc1ccc2nc(NC(=O)Cc3cccc4ccccc34)sc2c1	-0.9	3

no.	MITF primary	FBW7 act
37	5	0.0
32	18	0.2
33	-9	0.1

# Next part:
no.	molecule	GPR151 ag	TEAD-YAP inh
41	CC1CN(C(=O)Cc2ccc(Cl)cc2)c2ccccc2NC1=O (stereo not given)	-0.5	5
42	Cc1cc(C)c2[nH]c(C)c(CN3CCCCC3)c(=O)c2c1	0.1	-12
43	CCCNC(=O)c1cccc(N2CCOCC2)n1	0.7	-3
44	O=[N+]([O-])c1ccccc1/C=N/Nc1nnc(Cl)c2ccccc12	-0.3	-19
45	CCOC(=O)c1c(NC(=O)C23CC4CC(CC(C4)C2)C3)sc2c1CCC2	1.1	2
46	CCOc1ccc(Br)cc1C1C(C#N)=C(N)Oc2c1c(C)nn2-c1ccccc1 (stereo not given)	-0.4	-7
47	COC(=O)Cn1cc(/C=C2/NC(=O)N(Cc3ccccc3F)C2=O)c2ccccc21	-0.8	8
48	COC(=O)c1ccc(COc2ccc(C3C(C#N)=C(N)Oc4n[nH]c(C)c43)cc2OC)o1 (stereo not given)	-0.2	6
49	O=C(Nn1cnc2ccccc2c1=O)c1ccc([N+](=O)[O-])cc1	1.5	-1
50	Cc1cc(C)n2cc(CSc3nc4ccccc4s3)nc2n1	1.3	-46

no.	MITF primary	FBW7 act
41	13	0.0
42	14	0.1
43	-6	-0.2
44	1	-0.2
45	16	0.6
46	5	-0.4
47	10	-0.1
48	8	0.0
49	13	-0.1
50	-7	-0.1

# (continued)
no.	molecule	GPR151 ag	TEAD-YAP inh
51	C/C(=N\NC(=O)c1nnn(-c2nonc2N)c1-c1ccccc1)c1ccco1	0.6	-8
52	CSc1ccc(CN2CCOc3ccc(C(C)(O)CN(C)C)cc3C2)cc1 (stereo not given)	2.1	2
53	O=S(=O)(NCc1cccs1)c1ccc(Br)cc1	-0.2	8
54	CCN1C(=O)/C(=C/c2ccc(N(C)C)cc2)C(=O)NC1=S	1.0	14
55	Cc1nc(N)n(N)c(=O)c1CCCN1C(=O)c2ccccc2C1=O	-1.7	-61
56	Cc1ccc2c(c1)cc(CN(Cc1ccco1)C(=O)CC(C)(C)C)c1nnnn12	0.5	-1
57	O=C(CN(Cc1ccccc1)S(=O)(=O)c1ccccc1)NCc1ccncc1	-0.8	-16
58	COc1ccc(C)cc1N(C)C(=O)Cn1nc(Cc2cccnc2)c2ccccc2c1=O	-1.3	7
59	O=C(c1cn(-c2ccccc2)nc1-c1ccc(Cl)cc1)N1CCCCC1	-0.9	-15
60	Cc1ccc2nc(NCc3ccccc3Cl)c3nnnn3c2c1	-0.3	-1

no.	MITF primary	FBW7 act
51	-10	-0.1
52	5	0.1
53	10	0.2
54	6	-0.1
55	2	0.1
56	-6	0.0
57	4	0.7
58	3	0.1
59	-7	0.6
60	4	0.2

# Carrying on.
no.	molecule	GPR151 ag	TEAD-YAP inh
61	O=CN(Cc1ccccc1)/N=C/c1ccc(Cl)cc1	-0.2	8
62	N#Cc1ccc(C=Nc2ccc(S(N)(=O)=O)cc2)cc1	-0.5	-2
63	CCCOC(=O)c1cccc(N2COc3ccc4c(C)cc(=O)oc4c3C2)c1	0.9	-4
64	COc1ccc(N2CCN(c3cc(N(C)CCO)c([N+](=O)[O-])c4nonc34)CC2)cc1	0.8	6
65	CCOC(=O)c1ccc(N2C(=O)/C(=C/c3cccnc3)NC2=S)cc1	1.1	2
66	O=C1c2ccccc2-c2nccnc21	0.5	2
67	CCC(C)NCCCOc1ccc([N+](=O)[O-])c(C)c1 (stereo not given)	3.8	0
68	O=C(Cn1ccn(-c2cccc(Cl)c2)c(=O)c1=O)c1ccc(F)cc1	3.2	2
69	COCCCNCCOCCOc1c(C)cc(C)cc1Cl	-1.9	5
70	COc1cc(C2/C(=C(/O)c3ccc(C)cc3)C(=O)C(=O)N2CC(C)C)ccc1O (stereo not given)	0.7	12

no.	MITF primary	FBW7 act
61	9	0.2
62	-1	-0.1
63	13	0.1
64	3	-0.1
65	12	-0.1
66	5	-0.1
67	29	0.3
68	9	0.1
69	52*	0.0
70	14	0.1

# The results go on:
no.	molecule	GPR151 ag	TEAD-YAP inh
71	CCN(CC)S(=O)(=O)c1ccc(OC)c(-c2nnc(-c3cc(S(=O)(=O)N(CC)CC)ccc3OC)o2)c1	2.5	4
72	CC(=O)c1cccc(-c2cccc(C(=O)NCc3cccc(C(F)(F)F)c3)c2)c1	-0.1	12
73	O=C(c1ccc2c(=O)n(C3CCCCC3)c(SCc3ccccn3)nc2c1)N1CCCC1	-0.1	-2
74	CC1=C(C(=O)OCC2CCCO2)C(c2ccc(C)cc2)C2=C(CCCC2=O)N1 (stereo not given)	0.7	2
75	CS(=O)(=O)NCC1(c2cccs2)CCCC1	-1.1	14
76	O=C(CN(C1CCCCC1)S(=O)(=O)c1ccc(F)cc1)Nc1cccc([N+](=O)[O-])c1	-0.7	12
77	Cc1ccc(CNC(=O)CN(c2ccccc2F)S(C)(=O)=O)cc1	-0.6	-7
78	O=C(CSc1nc(NCCc2ccccc2)c2ccccc2n1)NCc1ccccc1	-0.4	-20
79	O=C(Nc1cccc(-c2nc3ncccc3o2)c1)c1ccc(I)cc1	0.7	14
80	C/C(=N\NC(=O)C1COc2ccccc2O1)c1ccco1 (stereo not given)	-0.9	39*

no.	MITF primary	FBW7 act
71	9	-0.1
72	5	0.1
73	3	-0.1
74	-14	0.0
75	17	0.8
76	-1	-0.1
77	9	-0.1
78	-14	0.0
79	-1	-0.2
80	-1	0.4

# Rewritten tab-delimited: 3 of the compounds above
nr	smiles	GPR151 ag	TEAD-YAP inh	MITF primary	FBW7 act
53	O=S(=O)(NCc1cccs1)c1ccc(Br)cc1	-0.2	8	10	0.2
54	CCN1C(=O)/C(=C/c2ccc(N(C)C)cc2)C(=O)NC1=S	1.0	14	6	-0.1
55	Cc1nc(N)n(N)c(=O)c1CCCN1C(=O)c2ccccc2C1=O	-1.7	-61	2	0.1

# Other structures.
no.	molecule	GPR151 ag	TEAD-YAP inh
81	CC1CCN(Cc2nnnn2CCCC(=O)NCCc2cscn2)CC1	1.9	14
82	Cc1ccc(/C=N/NC(=O)COc2ccc3ccccc3c2Br)o1	0.7	3
83	COc1ccc(CN2CCNC(=O)C2CC(=O)NCCOC(C)C)c(OC)c1 (stereo not given)	0.9	6
84	COc1ccc(N2CC(C(=O)OCC(=O)c3ccc([N+](=O)[O-])cc3)CC2=O)cc1 (stereo not given)	0.6	0
85	CCOC(=O)C1=C(C)NC2=C(C(=O)CCC2)C1c1cc(OC)c(OC)cc1[N+](=O)[O-] (stereo not given)	-0.2	20
86	CCOC(=O)C1=C(C)N=c2s/c(=C\c3ccc(OC(C)=O)c(OCC)c3)c(=O)n2C1c1ccc(OC)cc1 (stereo not given)	-0.9	-5
87	O=C(NCc1ccc2c(c1)OCO2)c1cc(-c2ccc(Cl)cc2)nc2ccc(Br)cc12	-0.8	-10
88	O=C(NCCS(=O)(=O)N1CCc2ccccc21)c1cc2ccccc2o1	0.6	-34
89	CC(=O)c1ccc2c(c1)C1C=CCC1C(c1ccccc1F)N2 (stereo not given)	1.9	-5
90	CC(=O)Nc1ccc(NC(=O)c2ccnc(N3CCc4ccccc4C3)c2)cc1	-0.3	-9
91	COc1ccc(NC(=O)c2cc3ccc(O)cc3o/c2=N\O)cc1	-1.7	19

no.	MITF primary	FBW7 act
81	6	0.1
82	4	-0.1
83	9	0.6
84	-5	-0.2
85	13	-0.3
86	-13	0.1
87	-2	-0.1
88	3	-0.1
89	11	0.2
90	17	0.2
91	3	-0.2
